# Assay outcomes as filed in PubChem.
# Rin1 Abl inh – inhibitors of human Rin1-Abl protein interaction. P00519+Q13671. TR-FRET Rin1/Abl binding, biochemical. inhibition, % at 7.35 µM. 360,000 tested, 0.4% active; in the data active = inhibition above about 5%, passing the limit was not always enough
# Neddyl block – inhibitors of human cullin neddylation. P61081+Q13564. TR-FRET cullin neddylation, biochemical. calls only at 25 µM. 360,000 tested, 0.58% active. AID 651699; in the data active = inhibition above about 36%
# Target sequence (P61081 whole entry, looked up): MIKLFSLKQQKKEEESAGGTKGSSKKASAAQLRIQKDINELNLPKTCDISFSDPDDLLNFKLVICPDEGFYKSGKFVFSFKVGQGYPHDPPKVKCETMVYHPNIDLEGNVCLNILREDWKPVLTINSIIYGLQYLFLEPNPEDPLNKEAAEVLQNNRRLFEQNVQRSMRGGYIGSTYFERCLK
# Target sequence (Q13564 whole entry, looked up): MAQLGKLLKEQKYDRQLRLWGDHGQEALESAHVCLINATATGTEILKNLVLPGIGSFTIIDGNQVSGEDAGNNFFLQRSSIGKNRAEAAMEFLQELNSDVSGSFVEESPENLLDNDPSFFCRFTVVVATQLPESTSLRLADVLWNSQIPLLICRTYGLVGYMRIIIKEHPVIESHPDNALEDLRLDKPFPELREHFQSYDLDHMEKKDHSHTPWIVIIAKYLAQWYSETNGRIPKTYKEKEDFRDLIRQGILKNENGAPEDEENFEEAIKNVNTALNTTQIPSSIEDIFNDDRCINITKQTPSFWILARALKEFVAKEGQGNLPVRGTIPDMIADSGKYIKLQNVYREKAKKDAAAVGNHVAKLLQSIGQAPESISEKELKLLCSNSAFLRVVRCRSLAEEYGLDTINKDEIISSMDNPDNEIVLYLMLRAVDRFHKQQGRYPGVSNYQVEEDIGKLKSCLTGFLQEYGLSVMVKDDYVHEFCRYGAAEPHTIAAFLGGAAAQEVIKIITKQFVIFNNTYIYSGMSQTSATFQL
# MLLE-PAM2 inh – blocks PAM2 peptide binding to the PABP1 MLLE domain; AID 588489; 360,000 tested, 0.36% active; inhibition, % at 20 µM; GST-MLLE / FITC-PAM2 fluorescence polarization; in the data active = inhibition above about 35%, passing the limit was not always enough;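 note: plate controls were DMSO wells with GST-MLLE for no effect and wells lacking GST-MLLE protein for full effect; some results filed as inactive read as strong as hits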
# FAS TE block – blocks the thioesterase domain of human fatty acid synthase. P49327. 360,000 tested, 0.67% active. inhibition, % at 15 µM. AID 602261. recombinant FAS-TE, OMFH fluorogenic substrate, fluorescence endpoint;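 active = compounds whose normalised, plate-corrected inhibition of enzyme fluorescence in the single-dose primary screen is 50% or more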;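 note: 0% = DMSO with enzyme and 100% = substrate without enzyme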
# MsrA act – activates bovine MsrA enzyme; 360,000 tested, 0.3% active; activation, % at 10.6 µM; purified bovine MsrA, absorbance read-out; in the data active = activation above about 7.5%;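 note: 0% = vehicle and 100% = reference activator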
# Tb MetRS inh – blocks T. brucei methionyl-tRNA synthetase activity | inhibition, % at 11.9 µM | purified T. brucei MetRS, ATP depletion, Kinase-Glo luminescence | AID 624268 | 360,000 tested, 0.4% active;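 active = inhibition above a per-plate cutoff of the control wells' mean inhibition plus 3 SD, cut at about 5.5% in these data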;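 note: 0% = DMSO wells median and 100% = median of wells with control inhibitor compound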
#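 Test system – parasite MetRS enzyme · Reagent – substrates ATP, L-methionine and bulk Escherichia coli tRNA · Doses – 11.9 µM compound single dose, 0.9% DMSO · Times – 15 min enzyme-compound preincubation, 2 h reaction, 10 min detection, 25 °C · Signal – Kinase-Glo luminescence, ATP depletion format · Controls – DMSO-only wells as low control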
# CSN deneddyl inh – CSN deneddylation inhibition | inhibition, % at 12.5 µM | AID 651999 | 360,000 tested, 0.38% active | Purified CSN, SCF-Nedd8-OG deneddylation, fluorescence polarization;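 active = pattern-corrected inhibition above about 35%, with an unprinted fluorescence ratio check between 0.5 and 1.5, limit read from the data, passing the limit was not always enough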;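 note: 0% = enzyme with substrate and 100% = substrate without enzyme; some results filed as inactive read as strong as hits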
# Target sequence (Q92905 whole entry, looked up, one chain of several): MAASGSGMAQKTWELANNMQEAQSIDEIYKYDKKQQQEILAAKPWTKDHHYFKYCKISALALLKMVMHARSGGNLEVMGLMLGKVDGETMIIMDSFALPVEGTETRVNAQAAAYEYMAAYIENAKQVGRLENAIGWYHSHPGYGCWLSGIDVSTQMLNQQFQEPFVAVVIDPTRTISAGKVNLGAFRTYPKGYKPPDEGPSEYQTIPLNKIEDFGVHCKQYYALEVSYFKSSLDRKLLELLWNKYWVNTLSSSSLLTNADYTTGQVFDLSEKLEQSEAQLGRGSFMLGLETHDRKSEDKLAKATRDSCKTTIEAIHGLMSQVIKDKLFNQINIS
#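 assay system = purified human Csn5 enzyme expressed in HEK293T cells | amount = 0.24 nM enzyme | buffer or medium = Tris/NaCl/DTT buffer, pH 7.5 | reagent = 10 nM SCFSkp2-Nedd8OG | compound = one concentration, 12.5 µM, 0.25% DMSO | times = 90 min reaction at room temperature | signal = FP | read-out basis = % inhibition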
# eLon inh – E. coli protease La inhibition. P0A9M0. 360,000 tested, 0.42% active. AID 602123. purified E. coli Lon protease, fluorescence polarization. inhibition, % at 7.94 µM; in the data active = inhibition above about 13%, passing the limit was not always enough;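 note: 0% = enzyme with probe and DMSO and 100% = no enzyme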
# MsrA inhibitor – bovine MsrA inhibition; 360,000 tested, 0.75% active; inhibition, % at 15.5 µM; purified bovine MsrA, absorbance read-out; in the data active = inhibition above about 4.5%;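 note: 0% = vehicle wells with enzyme and 100% = reference inhibitor wells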
# An asterisk follows results filed as active; i = inactive; · = not tested or not shown.
SMILES	Rin1 Abl inh	Neddyl block	MLLE-PAM2 inh	FAS TE block	MsrA act	Tb MetRS inh	CSN deneddyl inh	eLon inh	MsrA inhibitor
CCOC(=O)CSc1nc2ccc(C)cc2n2cnnc12	-6	i	4	-3	-3	-0.4	-1	-87	1.7
CCN(CC)C(=O)c1cc2c(=O)oc3ccccc3c2s1	-2	i	-5	-4	-2	0.1	-6	0	3.7
CON(C)S(=O)(=O)c1ccc2c(c1)NC(=O)C1CCCN21 (stereo not drawn)	3	i	-46	4	-6	-0.7	11	-6	-0.4
O=c1c2ccccc2ncn1CCOCCOc1cccc(Br)c1	1	i	6	-5	2	0.7	6	8	-0.1
O=C1OC(/C(=C\NCc2ccccc2)[N+](=O)[O-])c2ccccc21 (stereo not drawn)	4	i	15	-5	-6	-0.2	-8	-5	2.7
CC(C)Cc1cc(C(=O)NCCc2ccccc2)no1	2	i	-3	2	-3	-0.4	-5	1	1.3
O=C(CC(SCCO)c1ccc2c(c1)OCO2)c1cccs1 (stereo not drawn)	1	i	43*	-3	-2	0.0	5	-2	0.1
O=C(c1ccc([N+](=O)[O-])s1)N1CCN(c2ccccc2)CC1	-3	i	-2	6	1	-0.4	4	2	1.2
COc1cccc(C2CC(=O)Nc3cc4c(cc32)OCCO4)c1OC(C)C (stereo not drawn)	0	i	-2	4	-1	0.6	1	-13	-0.6
O=C1NC[C@H](CCCCN2C[C@H](Cc3ccccc3)N(CCc3ccc(O)cc3)C(=O)C2=O)N(CCc2ccccc2)C1=O	·	i	·	2	-6	-0.9	-1	-7	0.5
COc1ccccc1C(=O)Nc1ccnn1C1CCN(CCCC2CCCC2)CC1	-2	i	10	-1	-2	0.0	-3	-10	0.8
CC(=O)N1CCN(Cc2nc3cc(Cl)ccc3c(=O)[nH]2)CC1	1	i	11	-4	0	-0.2	6	6	0.3
CC1=C(C(=O)OCc2ccccc2)C(c2ccc(Cl)cc2Cl)NC(=O)N1CCCC(=O)O (stereo not drawn)	0	i	2	12	0	-0.4	-1	11	·
CCCc1nnc(NC(=O)C2CC(=O)N(C3CCCC3)C2)s1 (stereo not drawn)	0	i	17	-3	-1	0.2	1	-3	-1.0
Cc1csc(NC(=O)c2nc3nccc(C)n3n2)n1	-1	i	11	-11	-13	-0.7	-5	5	2.4
COc1ccc(CN(C(=O)/C=C/c2ccccc2Cl)C2CCS(=O)(=O)C2)cc1 (stereo not drawn)	-2	i	-8	8	-1	-0.2	1	-5	-0.6
Cc1noc(C)c1COc1ccc(C(=O)OC(C)C(=O)Nc2ccc(S(=O)(=O)N3CCOCC3)cc2)cc1 (stereo not drawn)	-1	i	22	14	-5	-0.4	-8	-3	2.5
COc1ccccc1-c1cc(C(F)(F)F)nc(N2CCN(c3ccccc3)CC2)n1	-2	i	-6	28	-1	0.1	-6	-2	0.6
CCOC(=O)[C@@H]1[C@H]2COc3ccccc3[C@H]2N2C(=O)N(c3ccc(OC)cc3)C(=O)[C@]12C	1	i	2	4	-3	-0.2	0	-2	-0.5
CCOCC(=O)Nc1cccc(NC(C)=O)c1	-1	i	2	-4	-5	-1.4	3	8	-0.6
Cc1ccc(CC(=O)NCc2ccc(Cl)cc2)cc1	-2	i	-3	0	-2	1.9	2	-1	-0.7
COc1ccc([C@@H]2CC(=O)c3c(O)cc(O[C@@H]4O[C@H](CO[C@@H]5O[C@@H](C)[C@H](O)[C@@H](O)[C@H]5O)[C@@H](O)[C@H](O)[C@H]4O)cc3O2)cc1O	1	i	14	-1	0	0.1	-4	-4	0.5
CCC(c1nnnn1C1CCCC1)N(Cc1cccs1)Cc1cc2cccc(C)c2[nH]c1=O (stereo not drawn)	-1	i	-2	15	0	0.3	8	0	1.9
COc1cccc(C(=O)N(Cc2ccco2)c2c(N)n(Cc3ccccc3)c(=O)[nH]c2=O)c1	3	i	-21	-2	-4	-0.1	4	-22	-0.6
COc1ccc(S(=O)(=O)N(C)C[C@H]2Oc3ccc(NS(=O)(=O)c4ccccc4)cc3CC(=O)N([C@H](C)CO)C[C@@H]2C)cc1	0	i	0	1	-1	-0.1	-6	-3	0.9
CCCCN(C(=O)c1cccc(N2C(=O)c3ccccc3C2=O)c1)c1c(N)n(CC(C)C)c(=O)[nH]c1=O	-1	i	-22	7	-2	-0.4	-5	7	0.4
Cc1ccc(-c2nnc(OCCN3CCOCC3)c3ccccc23)cc1	3	i	12	-6	-2	-0.1	2	-1	-1.0
COCCNC(=O)C(c1ccc(F)cc1)N(Cc1ccco1)C(=O)CCC(=O)Nc1nccs1 (stereo not drawn)	-2	i	-2	0	0	-0.8	6	-5	-1.2
CC12CCC(=O)N1C(C(=O)OCc1c(Cl)cccc1Cl)CS2 (stereo not drawn)	2	i	-2	-3	1	-0.1	3	-4	0.4
O=C(CN1CCN(c2ccccc2F)CC1)NCc1ccc(Cl)cc1	1	i	-2	7	-3	-0.3	-3	10	-0.1
CC(=O)N1c2ccccc2C(C)(C)C2CCC(C)CC21 (stereo not drawn)	2	i	3	4	-1	-0.3	-4	-1	-0.4
COc1ccc(C2N(c3ccc(F)cc3)C(=O)C3CCCN32)cc1 (stereo not drawn)	4	i	-17	-4	-7	0.3	3	4	1.2
CCOc1cc(/C=N/n2cnnc2)ccc1O	2	i	-1	-11	-9	-1.6	4	0	1.7
O=C(NCC(=O)N(c1ccc(F)cc1)C(C(=O)NC1CCCCC1)c1ccncc1)c1ccco1 (stereo not drawn)	2	i	21	-3	-8	-0.9	0	5	-0.9
COc1ccc(S(=O)(=O)N2CCOCC2)cc1NC(=O)COc1ccc(C(C)=O)cc1OC	-2	i	-5	-2	-6	-0.2	-2	-8	-0.8
CCOC(=O)c1ccc(S(=O)(=O)Nc2cc(C(C)(C)C)no2)cc1	-4	i	6	-8	-3	-0.1	-5	8	0.2
COCCN(Cc1ccccc1)C(=O)C1CCN(C(=O)Nc2ccccc2)CC1	1	i	8	-3	-4	-0.2	-1	-11	0.7
O=C(O)c1cc(NS(=O)(=O)c2ccc(NC3CCCCC3)c([N+](=O)[O-])c2)cc(C(=O)O)c1	-2	i	12	-9	-4	-0.5	4	-1	1.3
CCOC(=O)CCc1c(C)n[nH]c1C	1	i	7	-3	0	-0.5	-8	-1	0.4
CC(=O)Nc1ccc2nc(C3CC3)n(Cc3ccc(Cl)cc3)c(=O)c2c1	2	i	-4	0	-2	-0.7	-5	-1	-1.2
Cc1c(C(=O)NCc2ccccc2C(F)(F)F)sc(=O)n1Cc1ccc2c(c1)OCO2	1	i	6	20	-2	-0.5	2	0	-1.2
CCC1SC(C)C/C(=N/NC(N)=O)C1C (stereo not drawn)	-2	i	4	-5	-4	0.3	4	0	-0.4
O=C(Cc1ccccc1)Nc1scc(-c2ccccc2)c1C(=O)N1CCOCC1	1	i	4	-8	-8	-0.6	-5	-7	·
Cc1ccc(Cn2c(SCC(N)=O)nc3c2c(=O)n(C)c(=O)n3C)cc1	-2	i	-12	8	1	-0.2	2	-4	1.6
CCOC1=C2[C@H](c3cccs3)N(S(=O)(=O)c3ccc(C)cc3)C[C@H]2n2c(=O)n(-c3ccccc3)c(=O)n2C1	1	i	3	73*	-9	-0.1	-2	-1	0.7
COc1ccc(N2CCN(S(=O)(=O)CCNC(=O)/C=C/c3ccccc3)CC2)cc1	3	i	6	-6	0	0.1	1	-2	0.8
C=CCN1CN(CCc2ccccc2)CNC1=S	0	i	-87	-3	-3	2.5	-1	-4	0.5
COc1ccccc1NC(=O)C1CCCN(S(=O)(=O)c2cccc3nsnc23)C1 (stereo not drawn)	-2	i	5	2	-3	0.1	0	2	1.3
Cc1ccc(/C(N)=N/OC(=O)C23CC4CC(CC(C4)C2)C3)cc1	0	i	2	11	-2	-0.4	4	-10	0.4
O=C(O)c1ccc(COCC(F)(F)F)cc1	-1	i	-4	-10	-13	-1.4	0	1	0.3
O=C(CN1CCc2ccccc2C1)Nc1ccc(F)cc1	-3	i	7	-1	-1	2.4	-8	-1	0.3
O=C(O)C1CCCN(CCC=C(c2ccccc2)c2ccccc2)C1 (stereo not drawn)	-5	i	9	0	-2	-0.6	-6	-1	1.9
O=C1N[C@@H](Cc2cnc[nH]2)C(=O)N2CCC[C@@H]12	0	i	-7	-6	-5	-1.4	-1	-1	-1.8
COCCNC(=O)C(c1ccc(C)o1)N(CCOC)C(=O)Cn1nnc2ccccc21 (stereo not drawn)	0	i	-14	-1	-5	-0.4	-2	-5	-0.1
Cc1ccc(C)c(C(=O)N(C)CC(=O)Nc2ccccc2C(F)(F)F)c1	0	i	-4	-6	-3	-0.8	-2	2	-0.5
Cc1cn(S(=O)(=O)c2ccccc2[N+](=O)[O-])cn1	0	i	-9	-5	-4	0.2	-3	-3	-1.1
COc1ccc(CC(=O)N/N=C/c2cccs2)cc1OC	0	i	-11	-5	-2	-0.2	-4	-2	1.2
COc1ccc([N+](=O)[O-])cc1-c1nc2ccccc2nc1-c1ccccc1	2	i	-31	23	-3	-1.0	-3	10	-0.6
O=C(CSc1nc2ncccc2[nH]1)NCCc1ccccc1	2	i	-5	-5	-2	1.5	1	-6	0.6
O=C(COC(=O)CNC(=O)c1ccc(Cl)c([N+](=O)[O-])c1)NNC(=O)c1cccs1	2	i	1	3	0	1.8	-1	-12	-0.1

# Remaining list, next part.
SMILES	Rin1 Abl inh	Neddyl block	MLLE-PAM2 inh	FAS TE block	MsrA act	Tb MetRS inh	CSN deneddyl inh	eLon inh	MsrA inhibitor
O=C(CCc1ccccc1)NNC(=O)c1ccccc1F	3	i	-2	-5	-4	3.1	-2	-2	0.4
O=C(O)CC(c1ccc(Cl)cc1)N1Cc2ccccc2C1=O (stereo not drawn)	-1	i	5	-4	1	0.4	-2	-16	-0.3
CC(=O)c1cc(CN2CCN(CCc3ccccc3)C(CCO)C2)cs1 (stereo not drawn)	0	i	0	-4	-1	0.0	5	-6	-0.2
O=C1/C(=C/c2cccs2)SC(=S)N1c1cccc(O)c1	-3	i	-12	8	-2	-0.8	0	-5	1.7
O=C(CSc1nnc2ccccn12)NNC(=O)c1cccc(Cl)c1	-2	i	-2	-9	1	-0.3	-4	-11	-0.1
COc1ccc(C(C)=O)cc1CC(=O)Nc1ccccc1-c1ccccc1	0	i	9	4	0	-0.5	0	-6	0.0
Cc1cccc(C)c1NC(=O)C1(C)CN(S(C)(=O)=O)CC(=O)N1C1CC1 (stereo not drawn)	·	i	·	·	·	0.3	8	·	1.0
CCc1ccc(OC2(C)CCN(CCOc3ccc(C)cc3)C2)cc1 (stereo not drawn)	4	i	-18	10	-2	-0.2	-4	-3	-0.4

# Random excerpt: three records from the list.
SMILES	Rin1 Abl inh	Neddyl block	MLLE-PAM2 inh	FAS TE block	MsrA act	Tb MetRS inh	CSN deneddyl inh	eLon inh	MsrA inhibitor
CC(=O)c1cc(CN2CCN(CCc3ccccc3)C(CCO)C2)cs1 (stereo not drawn)	0	i	0	-4	-1	0.0	5	-6	-0.2
O=C(CN1CCc2ccccc2C1)Nc1ccc(F)cc1	-3	i	7	-1	-1	2.4	-8	-1	0.3
O=C(CSc1nc2ncccc2[nH]1)NCCc1ccccc1	2	i	-5	-5	-2	1.5	1	-6	0.6
